# PAFAH2 FP inh = inhibitors of human PAFAH2 | Q99487 | recombinant PAFAH2, FP-rhodamine activity probe, fluorescence polarization | inhibition, % at 3.39 µM | 340,000 tested, 0.99% active | AID 492956;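 active = inhibition above the mean over all tested compounds plus 3 SD, cut at about 30% in these data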;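 note: inhibitors block probe labeling of enzyme so polarization drops; 0% = enzyme with DMSO and 100% = wells lacking PAFAH2 protein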
# HCV core dimer = HCV core protein dimerization inhibition; TR-FRET GST/Flag-core106 dimerization, 1536-well; 300,000 tested, 0.33% active; inhibition, % at 5 µM;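 active = inhibition above the mean of all tested compounds plus 3 SD, set per screening campaign, cut at about 45% in these data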
#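 Test system: GST/Flag-tagged HCV core106 proteins; Medium: KF-containing HEPES buffer, pH 7.45, DTT, CHAPS, BSA; Times: compound-protein-antibody incubation 4 h at 22.5 °C; Detection: TR-FRET 671 and 617 nm emission; Benchmarks: wells lacking GST-core106 and wells with excess unlabelled core106.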
# PP1 inh = PP1-alpha (human) inhibition in PP5 counter-screen; P62136; purified PP1alpha, OMFP fluorescence; inhibition, % at 6.7 µM; 320,000 tested, 0.9% active;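 active = inhibition above the mean inhibition of all tested compounds plus 3 SD, computed separately for each screening campaign, cut at about 15% in these data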
# proCasp3 act = activators of human procaspase-3 | P42574 | recombinant procaspase-3 D3A, Ac-DEVD-pNA absorbance 405 nm | activation, % at 8.5 µM | 330,000 tested, 0.11% active;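 active = activation above the mean of all tested compounds plus 3 SD, cut at about 21% in these data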;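 note: 0% = DMSO alone and 100% = DMSO wells spiked with extra 5 µM PC-3 D3A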
# Target sequence (P42574 whole entry D9A/D28A/D175A): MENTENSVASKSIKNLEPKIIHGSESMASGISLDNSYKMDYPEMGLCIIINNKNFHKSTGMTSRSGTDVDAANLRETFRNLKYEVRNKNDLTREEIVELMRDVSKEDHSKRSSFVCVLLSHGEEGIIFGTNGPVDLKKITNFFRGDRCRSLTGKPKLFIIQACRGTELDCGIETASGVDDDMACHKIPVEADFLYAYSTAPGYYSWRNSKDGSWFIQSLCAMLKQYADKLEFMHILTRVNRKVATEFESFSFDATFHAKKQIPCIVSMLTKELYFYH
#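 Assay system – Procaspase-3 D3A mutant · Benchmarks – DMSO low control, extra-enzyme high control · Technique – 405 nm absorbance of p-nitroaniline, reads at 0 and 120 min · Doses – 8.5 µM nominal · Measure – % activation between DMSO and enzyme-spiked controls · Also added – Ac-DEVD-pNA chromogenic peptide substrate · Schedule – 1 h compound preincubation, 2 h substrate hydrolysis at 25 °C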
# PP5 primary = PP5 (human) phosphatase inhibition. P53041. inhibition, % at 6.7 µM. purified PP5c, OMFP substrate fluorescence. 320,000 tested, 0.18% active. AID 1987;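 active = inhibition above the campaign's mean inhibition across all tested compounds plus 3 SD, cut at about 9.5% in these data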;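 note: 0% = DMSO only and 100% = 100 µM cantharidin control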
# TPT1 inhibitor = inhibitors of Candida albicans tRNA 2'-phosphotransferase TPT1. 300,000 tested, 0.81% active. recombinant caTPT1, FP RNA substrate dephosphorylation. inhibition, % at 5 µM;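 active = inhibition above the mean of all tested compounds plus 3 SD, set per screening campaign, cut at about 24% in these data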;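 note: plate controls were DMSO alone for no effect and ferristatin control at 100 nM for full effect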
# AHR activator = activates the human aryl hydrocarbon receptor. P35869. AHR-responsive luciferase reporter cells, luminescence. activation, % at 5 µM. 320,000 tested, 2.5% active. AID 2796; in the data active = activation above about 47%;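 note: 0% = vehicle wells and 100% = reference agonist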
# Target sequence (P35869 whole entry, looked up): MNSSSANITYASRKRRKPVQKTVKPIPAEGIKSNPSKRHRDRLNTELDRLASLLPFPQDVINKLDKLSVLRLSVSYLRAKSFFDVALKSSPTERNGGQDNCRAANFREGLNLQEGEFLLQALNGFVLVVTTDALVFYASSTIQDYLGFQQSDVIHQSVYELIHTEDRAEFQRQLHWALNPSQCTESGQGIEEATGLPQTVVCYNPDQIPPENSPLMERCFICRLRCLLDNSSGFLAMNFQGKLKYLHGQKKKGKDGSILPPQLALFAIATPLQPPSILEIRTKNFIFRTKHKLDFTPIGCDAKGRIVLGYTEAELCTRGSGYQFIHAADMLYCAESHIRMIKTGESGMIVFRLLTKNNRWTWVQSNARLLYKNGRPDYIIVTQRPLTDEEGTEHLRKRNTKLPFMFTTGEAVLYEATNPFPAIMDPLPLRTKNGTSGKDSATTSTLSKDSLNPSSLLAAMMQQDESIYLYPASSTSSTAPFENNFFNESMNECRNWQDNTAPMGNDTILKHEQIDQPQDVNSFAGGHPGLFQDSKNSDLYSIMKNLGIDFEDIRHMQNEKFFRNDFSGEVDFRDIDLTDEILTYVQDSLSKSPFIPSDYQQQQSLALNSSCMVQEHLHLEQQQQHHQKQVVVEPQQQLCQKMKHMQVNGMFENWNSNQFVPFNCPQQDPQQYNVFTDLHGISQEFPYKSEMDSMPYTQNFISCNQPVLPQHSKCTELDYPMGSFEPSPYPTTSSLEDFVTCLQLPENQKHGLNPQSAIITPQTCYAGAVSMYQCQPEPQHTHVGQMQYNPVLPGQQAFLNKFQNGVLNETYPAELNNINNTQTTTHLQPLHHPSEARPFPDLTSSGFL
# proCasp7 act = activates human procaspase-7, counter-screen for procaspase-3 activators. activation, % at 8.5 µM. P55210. 330,000 tested, 0.093% active. recombinant procaspase-7, Ac-DEVD-pNA absorbance 405 nm; D23A/D198A/D206A triple mutant, cannot self-cleave; scale: DMSO 0, 5 µM enzyme 100;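 active = percent activation above the screen-wide mean plus 3 SD, cut at about 25% in these data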
#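 signal = Epi-absorbance of released pNA at 405 nm, two timepoints | assay system = Uncleavable procaspase-7 mutant enzyme | reagent = Ac-DEVD-pNA substrate, 400 µM as added | times = 1 h enzyme–compound preincubation and 2 h substrate reaction, both 25 °C | benchmarks = low DMSO alone, high DMSO plus 5 µM PC-7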
# CTSL1 counter = counter-screen for PFM18AAP inhibitors: inhibitors of F. hepatica cathepsin L1; recombinant F. hepatica cathepsin L1, Z-Leu-Arg-MCA fluorescence; inhibition, % at 5.96 µM; 300,000 tested, 0.49% active;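 active = inhibition above the mean of all tested compounds plus 3 SD, set per screening campaign, cut at about 17% in these data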;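 note: 0% = plate median of test compound wells and 100% = 1 µM Z-Phe-Ala-diazomethylketone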
# Active calls of the source: *; . = not tested or not shown.
mol	PAFAH2 FP inh	HCV core dimer	PP1 inh	proCasp3 act	PP5 primary	TPT1 inhibitor	AHR activator	proCasp7 act	CTSL1 counter
CC(=O)c1ccc(S(=O)(=O)N2CCN(C(=O)c3ccc(-n4nc(C)c(Cl)c4C)cc3)CC2)cc1	50*	.	2	2	-0.1	.	-2	-5	.
COc1cccc(C2=CC(=O)C[C@H](c3ccc4c(c3)OCO4)C2)c1OC	2	.	-2	6	2.5	.	120*	7	.
COc1ccc(N2CC(C(=O)Nc3ccc(S(=O)(=O)Nc4nc(C)cc(C)n4)cc3)CC2=O)cc1 (stereo not given)	-4	-3	-5	3	2.5	-1	1	7	-3
O=[N+]([O-])c1ccc(N2CCN(Cc3ccccc3)CC2)nc1	2	1	-5	-1	1.7	-5	-1	-2	-2
O=C(NCc1cccnc1)c1cn(-c2ccccc2)nc1-c1cccs1	-1	2	3	4	4.3	1	14	-4	-3
COc1cccc2c(=O)n(CC(=O)Nc3cccc(F)c3)ccc12	5	6	-1	3	-0.8	-3	6	0	0
Cc1cccc(-n2c(SCC(=O)Nc3ccc4c(c3)OCO4)nnc2-c2ccoc2C)c1	-4	17	1	0	-2.5	2	0	18	-1
CC(=O)c1cccc(NC(=O)CSC(=O)c2ccccc2)c1	3	7	-2	1	1.0	4	-1	-4	4
CC1CC(C)(C)NC(=S)N1CC(=O)NCc1ccc(Cl)cc1 (stereo not given)	-3	-2	0	-1	0.8	2	0	-10	-3
Nc1nc(SCc2ccc(F)cc2)ns1	2	0	-4	-1	2.8	-2	3	1	0
COc1cccc(CNC(=O)c2nnn(-c3ccc(OC(F)(F)F)cc3)c2N)c1	5	2	0	-2	2.2	0	-1	-5	2
COc1ccnc2c1c(=O)n(Cc1ccccc1Cl)c(=O)n2C	8	2	4	-3	0.7	0	-2	-1	1
O=C(CCN1C(=O)/C(=C/c2cccc(Br)c2)SC1=S)Nc1cccnc1	-3	-3	-6	5	3.3	-2	-1	-8	1
CCC(C)COC(=O)C(C#N)c1nc2ccccc2nc1N1CCCCC1 (stereo not given)	-1	3	0	4	1.3	12	4	11	5
C=CCSc1nc(N)c(NC(=O)c2ccco2)c(=O)[nH]1	2	-8	-3	1	0.7	1	-1	9	-5
COc1cc(C(=O)OCC(=O)NCc2ccc(F)cc2)ccc1OCC(C)C	27	-1	-2	6	3.3	-3	1	11	-3
O=C(O)c1cc(N/N=C/c2cccs2)ccc1Cl	.	-6	0	-3	0.0	-2	18	-10	-2
CN(CCc1ccccc1)C1CCCN(S(=O)(=O)c2cccc(F)c2)C1 (stereo not given)	1	12	3	3	-1.0	2	6	0	3
COc1ccc(-n2c(SCC(=O)Nc3nccs3)nnc2-c2ccccc2)cc1	-2	15	4	-4	2.0	-4	-1	9	-5
O=[N+]([O-])c1ccc(N2CCN(c3ccccc3)CC2)cc1	-5	17	-6	-2	-2.5	3	-1	1	3
CCOC(=O)N1CCC(NC(=O)Cn2nc(Cc3ccncc3)c3ccccc3c2=O)CC1	6	-12	-2	6	3.4	-1	-1	-2	-1
Cc1cccc(CNC(=O)CCn2ccc3cc(S(=O)(=O)N4CCCC4)ccc32)c1	4	3	-5	8	-1.1	3	0	14	-1
COc1cc(C(=O)OC(C)C(=O)NC(=O)NC2CCCCC2)ccc1OC(F)F (stereo not given)	7	.	4	6	6.4	.	-1	1	.
Cc1cccc(NC(=O)CN(C)S(=O)(=O)c2cccc3cccnc23)c1C	0	2	-1	4	0.6	-1	6	4	3

# Quoted at random: 2 records from the list.
mol	PAFAH2 FP inh	HCV core dimer	PP1 inh	proCasp3 act	PP5 primary	TPT1 inhibitor	AHR activator	proCasp7 act	CTSL1 counter
COc1ccc(-n2c(SCC(=O)Nc3nccs3)nnc2-c2ccccc2)cc1	-2	15	4	-4	2.0	-4	-1	9	-5
COc1ccnc2c1c(=O)n(Cc1ccccc1Cl)c(=O)n2C	8	2	4	-3	0.7	0	-2	-1	1

# The listing continues:
mol	PAFAH2 FP inh	HCV core dimer	PP1 inh	proCasp3 act	PP5 primary	TPT1 inhibitor	AHR activator	proCasp7 act	CTSL1 counter
CCOC(=O)c1cccc(NC(=O)CNS(=O)(=O)c2cccs2)c1	-2	0	-2	1	0.5	6	6	13	-6
COc1ccc(-n2ncc3c(=O)n(CC(=O)OCc4ccccc4)cnc32)cc1	-1	-1	-4	-1	0.4	-2	2	8	-3
CCCCN1C2CCCC1CC(NC(=O)c1cccc(OC)c1)C2 (stereo not given)	7	8	-4	5	-1.7	-2	2	13	-5
N#CC1=C2SC=C(c3ccc(Br)cc3)N2CCCC1=O	-5	3	3	-7	1.7	3	-6	5	0
CCN(CC)c1ccc(C=Nc2ccc(OC)c(S(=O)(=O)N3CCOCC3)c2)c(O)c1	4	.	-3	3	4.4	.	5	-2	.
COc1ccc(-c2sc(Nc3ccccc3)n[n+]2-c2ccccc2)cc1Br	-2	-11	6	5	4.7	-1	64*	-3	1
COc1cccc(C(=O)Nc2ccc(C(F)(F)F)n(C)c2=O)c1	-3	-3	0	2	1.7	0	56*	0	4
O=C(Cn1[nH]c(=O)c2ccccc2c1=O)NNC(=O)c1ccccc1	1	-2	-5	2	-1.4	4	8	-1	-31
CC(=O)C1(C)N(O)C(C)(C)C(c2ccco2)=[N+]1[O-] (stereo not given)	-5	-3	-3	1	-0.2	-5	-3	0	4
COc1ccccc1/C=C/C(=O)Nc1ccc2c(c1)OCCO2	0	-1	-1	-9	2.7	-1	0	-4	0
Cc1noc(C)c1/C=N/Nc1ccccn1	2	0	1	4	1.8	1	-6	3	1
COc1cc2c(cc1OC)CN(Cc1cc(=O)oc3cc(C)c(Cl)cc13)CC2	-7	8	5	-3	2.5	6	6	-7	1
Oc1ccc(N2CCN(c3ncnc4sc5c(c34)CCC5)CC2)cc1	10	6	0	-20	-1.9	4	0	-20	1
CC(C)N(C(=O)c1nn(C)c2c1CSc1ccccc1-2)C1CCCCC1	4	11	0	-4	1.1	-1	2	-9	3
Cc1ccc(C(=O)Nc2cccc([N+](=O)[O-])c2)cc1S(=O)(=O)Nc1ccc(C(=O)O)cc1	8	5	2	1	-1.1	-3	-3	7	0
CC(=O)N1CCN(S(=O)(=O)c2cccc(C(=O)NNC(=O)Cn3nc(C)cc3C)c2)CC1	1	.	-5	-3	-2.8	.	3	0	.

# At a glance, two of the compounds above.
mol	PAFAH2 FP inh	HCV core dimer	PP1 inh	proCasp3 act	PP5 primary	TPT1 inhibitor	AHR activator	proCasp7 act	CTSL1 counter
Cc1ccc(C(=O)Nc2cccc([N+](=O)[O-])c2)cc1S(=O)(=O)Nc1ccc(C(=O)O)cc1	8	5	2	1	-1.1	-3	-3	7	0
CC(=O)N1CCN(S(=O)(=O)c2cccc(C(=O)NNC(=O)Cn3nc(C)cc3C)c2)CC1	1	.	-5	-3	-2.8	.	3	0	.

# The listing continues.
mol	PAFAH2 FP inh	HCV core dimer	PP1 inh	proCasp3 act	PP5 primary	TPT1 inhibitor	AHR activator	proCasp7 act	CTSL1 counter
Cc1cc(N=Nc2ccc(Cl)cc2)cc(CN2CCCC2)c1O	9	-7	0	-19	3.5	2	20	-3	9
Cc1cc(Br)ccc1SCC(=O)Nc1cccnc1	10	3	-1	4	-0.1	-3	5	-2	-3
Cc1csc(CCc2nc(C)cs2)n1	9	-1	-5	-2	0.8	-1	-3	5	4
COc1cccc(C2NC(CCSC)(C(=O)O)C3C(=O)N(C(C)C)C(=O)C23)c1O (stereo not given)	-2	0	-4	3	-0.9	-2	-2	0	-3
Cc1ccc(C(=O)NCCCN2CCOCC2)cc1N1CCCC1=O	2	0	1	0	1.4	-3	1	0	0
CCCOc1ccc(CC(=O)NCc2ccco2)cc1OC	-3	16	-2	-6	1.4	2	3	13	-8
COc1ccccc1N=C(C)C1=C(O)CSC1=O	-5	-3	-1	-16	0.9	-7	16	-19	3
O=[N+]([O-])c1ccc(N2CCOCC2)nc1	9	-1	-2	1	0.9	0	1	-7	2
CCN(CC(=O)Nc1ccc(OC)cc1)C(=O)c1ccc2c(=O)n3c(nc2c1)CCC3	6	.	-3	0	-1.1	.	6	10	.
CCOC(=O)C1(CC)NC(c2ccc(OC)cc2OC)C2C(=O)N(C)C(=O)C21 (stereo not given)	9	-4	-1	-3	0.5	-2	2	4	5
C=CCn1c(SCC(=O)NC2CCS(=O)(=O)C2)nnc1-c1ccc(Cl)cc1 (stereo not given)	-1	-4	-5	3	1.1	0	-1	-1	-2
S=C(Nc1ccccc1Cl)N(Cc1cccnc1)Cc1ccco1	-1	1	-3	-1	-3.1	-1	2	-1	9
CCO[C@@H]1OC(C(=O)N2CCCCCCC2)=C[C@H](c2ccc3c(c2)OCO3)[C@H]1CCCO	2	10	0	-3	1.7	1	5	4	0
O=C(c1cnc2n(c1=O)CCS2)N(C1CCCCC1)C1CCCCC1	-1	-13	0	-4	1.9	-3	0	-6	1
Cc1ccc(S(=O)(=O)N2CCOCC2)cc1NC(=O)COC(=O)C1(C)CC1(Cl)Cl (stereo not given)	2	.	.	12	.	.	0	2	.
O=c1cc(-c2ccccc2)c2cc(Cl)c(O)c(CN3CCOCC3)c2o1	-9	0	3	-11	-1.6	-6	2	-4	10
COc1ccc(OC)c(NC(=O)CSc2ncccc2C(=O)O)c1	0	2	0	-11	1.1	1	0	-2	0
COc1ccc(C(=O)Nc2ccc(NS(=O)(=O)c3ccccc3)cc2)cc1OC	2	5	-7	0	-3.8	4	4	7	-1
Cc1no[n+]([O-])c1COc1cccc(/C=N/Nc2nncn2N)c1	-4	3	-2	-6	1.4	0	7	-10	5
CCC(NC(=O)c1cc(COc2cncc(Cl)c2)on1)c1ccc(C)cc1 (stereo not given)	-3	2	8	8	1.7	1	10	15	1
COC(=O)c1c(C)[nH]c(C(=O)CN(C)CC(=O)Nc2cccc(F)c2)c1C	0	.	-5	0	3.4	.	4	-10	.
COc1cc2c(cc1NC(=O)COc1ccccc1OC)oc1ccccc12	5	-1	-1	-2	6.3	-4	4	8	0
CCC(=O)c1ccc(OCC(=O)c2ccc3c(c2)NC(=O)CO3)cc1	-1	4	-1	23*	-1.5	-2	4	4	-6
CC(C)(C)c1ccc(C(=O)NCC(=O)OCC(=O)c2ccc3c(c2)-c2ccccc2C3)cc1	-9	-11	20*	2	1.5	1	3	4	1
COc1ccc(C(=O)N2CCOC23CCN(c2ncccn2)CC3)cc1	1	4	-2	-10	2.5	0	-1	9	0
CCCCN(C(=O)c1ccc(S(=O)(=O)N(C)C)cc1)c1nc2ccccc2s1	-4	-1	-14	8	-5.0	0	4	-8	7
COc1ccc(CNC(=O)COC(=O)c2nc3nc(C)cc(C)n3n2)cc1	0	.	-3	2	-2.5	.	1	3	.
COc1ccc(C(=O)c2cnc[nH]2)cc1	.	0	-6	-8	1.2	-1	1	2	0
O=C(CCNS(=O)(=O)c1ccc2c(c1)CCC(=O)N2)Nc1ccc2c(c1)OCCO2	4	-4	1	0	2.6	4	4	10	-4
NC1=NC(c2ccccc2)N=C(Nc2ccccc2)N1 (stereo not given)	.	2	1	2	2.3	1	-1	-13	-3
Brc1ccc2[nH]c3c(NCc4ccccn4)ncnc3c2c1	.	5	0	6	1.9	-5	78*	1	-1

# High-throughput results as filed in PubChem.
